Compound activity: PubChem BioAssay, National Center for Advancing Translational Sciences (NCATS)
FH mod – Identification of activators of human fumarate hydratase by quantitative high-throughput screening; Fumarate hydratase, mitochondrial (Homo sapiens), P07954; FH coupled MDH/diaphorase resazurin fluorescence, 15 min; Potency, µM (series often up to 79.9 µM), for inactives: at the top dose activity change, negative = inhibition, hits mostly inhibitors; 0.22% of 54,000 active; AID 1347055, 2019; further: the screen sought activators but most active calls are inhibition curves; nearly all actives have a fitted effect of over 45% in size
Target sequence (P07954 whole entry, looked up): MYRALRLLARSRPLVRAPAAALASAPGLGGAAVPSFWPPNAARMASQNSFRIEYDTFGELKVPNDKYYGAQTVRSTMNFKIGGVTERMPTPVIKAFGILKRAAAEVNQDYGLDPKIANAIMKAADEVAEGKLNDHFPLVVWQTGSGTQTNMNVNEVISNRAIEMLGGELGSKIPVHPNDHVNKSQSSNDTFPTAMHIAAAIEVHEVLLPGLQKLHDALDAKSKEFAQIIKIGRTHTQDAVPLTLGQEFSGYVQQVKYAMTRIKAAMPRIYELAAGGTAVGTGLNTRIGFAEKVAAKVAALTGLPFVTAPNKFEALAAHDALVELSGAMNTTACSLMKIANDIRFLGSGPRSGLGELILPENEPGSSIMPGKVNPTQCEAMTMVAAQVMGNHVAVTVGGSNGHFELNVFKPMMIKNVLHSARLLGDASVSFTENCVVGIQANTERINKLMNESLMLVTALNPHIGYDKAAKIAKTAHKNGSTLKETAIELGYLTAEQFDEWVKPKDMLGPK
NTMT1 inh – blocks human N-terminal methyltransferase 1 activity; NTMT1 MTase-Glo SAH luminescence, purified enzyme; Potency, µM (series often up to 114 µM), inactives show top-dose activity change, negative = inhibition, hits mostly inhibitors; 2.5% of 59,000 active;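 further: plate controls were DMSO vehicle for no effect and no enzyme for full effect; nearly all actives have a fitted effect of over 65% in size; many of its hits are not listed in these tables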
Target sequence (Q9BV86 whole entry, looked up): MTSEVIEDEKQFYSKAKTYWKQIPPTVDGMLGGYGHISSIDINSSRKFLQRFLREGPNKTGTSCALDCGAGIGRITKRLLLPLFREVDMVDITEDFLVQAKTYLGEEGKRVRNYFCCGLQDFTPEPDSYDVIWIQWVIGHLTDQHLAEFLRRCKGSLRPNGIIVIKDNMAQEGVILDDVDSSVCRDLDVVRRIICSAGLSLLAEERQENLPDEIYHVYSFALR
Starred values were filed as active, the others as inactive; ? = inconclusive; & = joins results of further samples; ! = not active in a repeat; [ ] = remark or other dose. The call rests on the fitted dose curve; in most records, active means well fitted curve in the direction sought with a large enough effect; inconclusive means small, poorly fitted or top-dose-only effect, or another doubt; inactive means no such curve, though single readings can be large; an effect the other way counts as inactive or inconclusive. Unless noted, on the % scale 0 is the no-effect control and ±100 the full control effect; potency means the concentration at half of the fitted maximal effect.

[1] CCN1CCN(C(=O)N[C@@H](C(=O)N[C@@H]2C(=O)N3C(C(=O)O)=C(CSc4nnnn4C)CS[C@H]23)c2ccc(O)cc2)C(=O)C1=O
[2] N#Cc1ccc2[nH]c(O)c(-c3ccc(CN4CCOCC4)cn3)c2c1
[3] O=C(Nc1ccccc1)OCC(CN1CCCCC1)OC(=O)Nc1ccccc1 (stereo not given)
[4] COc1cc(SC)ccc1C(=O)N1CCC(Cc2ccccc2)CC1
[5] CN(NC(=O)CC(=O)NN(C)C(=S)c1ccccc1)C(=S)c1ccccc1
Compound | 1 | 2 | 3 | 4 | 5
FH mod | -2.7%[53.3 µM] | -7.2%&0.3% | -4.5%[53.3 µM] | ? | 27.2%
NTMT1 inh | ? | 5.3%&8.2%[57.5 µM] | -2.7%[57.5 µM] | -0.8%&6.8% | 34.2%[activator]

[6] O=P(O)(O)OCC(O)CO (stereo not given)
[7] Cc1cc2nc3ccc(=[N+](C)C)cc-3sc2cc1N
[8] Cc1ccc(O)c(C(CCN(C(C)C)C(C)C)c2ccccc2)c1 (stereo not given)
[9] COC1CC(=O)C23C(=O)NC(Cc4c[nH]c5ccccc45)C2C(C)C2(C)OC2C3/C=C/CC(C)CC1O (stereo not given)
[10] CN1c2ccccc2C(=O)N2CCC3c4ccccc4NC3C21 (stereo not given)
Compound | 6 | 7 | 8 | 9 | 10
FH mod | -2.6%[53.3 µM] | ? | -4.4%[53.3 µM] | 4.4%[53.3 µM] | 1.9%[53.3 µM]
NTMT1 inh | 32.0%[57.5 µM] | 22.4µM* | -19.3%[57.5 µM] | 22.1%[29.8 µM] | 12.9%[29.8 µM]

[11] C/C(=C\CCC(C)(O)c1ccc(C)cc1)C(=O)O (stereo not given)
[12] C[C@]1(O)CC[C@@H]2C(C(=O)O)=CO[C@@H](O[C@@H]3O[C@H](COC(=O)/C=C/c4ccc(O)c(O)c4)[C@@H](O)[C@H](O)[C@H]3O)[C@@H]21
[13] C/C=C(/C)C(=O)OC1CC(C)(C)CC2C3=CCC4C5(C)CCC(OC6OC(C)C(OC7OC(C(=O)O)C(O)C(OC8OC(CO)C(O)C(O)C8OC8OC(CO)C(O)C(O)C8O)C7O)C(O)C6O)C(C)(C)C5CCC4(C)C3(C)C(OC(=O)/C=C/C=C/C=C/CCC)C(OC(C)=O)C12CO (stereo not given)
[14] CC1CC(O)/C=C/C(O)C(O)CC(=O)Cc2c(Cl)c(O)cc(O)c2C(=O)O1 (stereo not given)
[15] CC(C)CC(NC(=O)OCc1ccccc1)C(=O)NC(CC(C)C)C(=O)NC(CCC(=O)O)C(=O)Nc1ccc2ccccc2c1 (stereo not given)
Compound | 11 | 12 | 13 | 14 | 15
FH mod | -1.0% | -1.2%[53.3 µM] | 1.0%[13.5 µM] | -1.4%[53.3 µM] | -11.7%
NTMT1 inh | -7.7%[57.5 µM] | 3.3%[29.8 µM] | ? | 0.7%[29.8 µM] | -0.2%[57.5 µM]

[16] C=C1CC[C@@H]2[C@](C)(CO)[C@H](O[C@@H]3O[C@H](CO)[C@@H](O)[C@H](O)[C@H]3O)CC[C@@]2(C)[C@@H]1C/C=C1/C(=O)OC[C@H]1O
[17] CC[C@H](C)/C=C(C)/C=C/C1=CC2=CC(=O)[C@]3(C)OC(=O)[C@@H](C(C)=O)[C@@H]3C2=CO1
[18] N#Cc1ccc(COC[C@H]2O[C@@H](n3c(NCc4ccc(Cl)c(Cl)c4)nc4c(N)ncnc43)[C@@H](O)[C@@H]2O)cc1
[19] CC(=O)[C@@H]1C[C@H](C(C)(C)O[C@@H]2O[C@H](CO)[C@@H](O)[C@H](O)[C@H]2O)CC[C@@]2(CO)OC(=O)C[C@@H]12
[20] Cc1cc(F)c(Nc2ncnc3cc(OCc4ccccc4)ccc23)cc1O
Compound | 16 | 17 | 18 | 19 | 20
FH mod | -2.7%[53.3 µM] | -2.8%[53.3 µM] | -0.6%[53.3 µM] | 7.4%[53.3 µM] | 2.1%
NTMT1 inh | -1.8%[29.8 µM] | -9.5%[29.8 µM] | ? | 7.5%[29.8 µM] | 12.2%

[21] Cc1cnc(-c2ccccc2C(C)C)nc1NCc1ccc(-n2ccnn2)cc1
[22] COC(=O)C1=COC(O[C@@H]2O[C@H](CO)[C@@H](O)[C@H](O)[C@H]2O)[C@@H]2[C@@](C)(O)[C@@H](OC(=O)/C=C/c3ccccc3)C[C@]12O (stereo not given in full)
[23] COc1c(Nc2ncc(Cl)c(N[C@H]3[C@H](C(N)=O)[C@@H]4C=C[C@@H]3C4)n2)ccc2c1CCC(N1CCOCC1)CC2 (stereo not given in full)
[24] CCCCCCCCCCC(O)C1C=CC2C(=O)N(c3ccccc3)C(=O)C2N1Nc1ccc([N+](=O)[O-])cc1 (stereo not given)
[25] C#CCN(C)CCCOc1ccc(Cl)cc1Cl
Compound | 21 | 22 | 23 | 24 | 25
FH mod | -2.7% | ? | -20.5% | ? | -18.0%&-3.9%[53.3 µM]
NTMT1 inh | 15.5% | -6.1%[29.8 µM] | ? | 20.7% | -14.6%[57.5 µM]

[26] C=C(C)[C@@H]1CC[C@]2(C)CC[C@]3(C)[C@H](CC[C@@H]4[C@@]5(C)CC[C@@H](O)C(C)(C)[C@@H]5CC[C@]43C)[C@@H]12
[27] Cc1ccccc1C(OCCN(C)C)c1ccccc1 (stereo not given)
[28] CCC(=O)c1ccc(O)cc1
[29] CN1CCC(N(Cc2cccs2)c2ccccc2)CC1
[30] COc1cc2ncnc(Sc3nnc(C)s3)c2cc1OC
Compound | 26 | 27 | 28 | 29 | 30
FH mod | 0.2%[53.3 µM] | -11.3%&-1.2%&-22.1%[53.3 µM] | 2.4%[53.3 µM] | 0.0%[53.3 µM] | 0.5%
NTMT1 inh | 13.5%[29.8 µM] | ? | 16.2%[57.5 µM] | ? | 18.0%

[31] CC(C)(OC1OC(CO)C(O)C(O)C1O)C1CCC(O)(CO)C2CC(O)C(C)(O)C2C1 (stereo not given)
[32] Cc1ncc(NC(=O)c2ccc(CN3CCN(C)CC3)c(C(F)(F)F)c2)cc1Nc1nccc(-c2cccnc2)n1
[33] N[C@@]1(C(=O)O)CC[C@H]2[C@H](C(=O)O)[C@H]21
[34] CCOC(=O)C(O)c1ccccc1 (stereo not given)
[35] CC(C)(C)c1ccc(S(=O)(=O)Nc2ccc(-n3ccnc3)cc2)cc1
Compound | 31 | 32 | 33 | 34 | 35
FH mod | 8.6%[53.3 µM] | 28.5% | 1.3% | -0.9%[53.3 µM] | -15.0%
NTMT1 inh | -1.3%[29.8 µM] | ? | 3.9%[57.5 µM] | 21.4%[57.5 µM] | 22.8%

[36] Nc1nc(COC(=O)c2ccc([N+](=O)[O-])cc2)nc(Nc2ccccc2)n1
[37] CC(C)C1=CC2=CCC3[C@](C)(CCC[C@@]3(C)C(=O)O)C2CC1=O (stereo not given in full)
[38] O=C(O)C1=CO[C@@H](O[C@@H]2O[C@H](CO)[C@@H](O)[C@H](O)[C@H]2O)[C@@H]2C(CO)=CC[C@H]12
[39] CC(=O)[C@H]1CC[C@H]2[C@@H]3CCC4=CC(=O)CC[C@]4(C)[C@H]3CC[C@]12C
[40] COc1ccc(C(O[C@@H]2O[C@H](CO)[C@@H](O)[C@H](O)[C@H]2O)C(CO)Oc2ccc(/C=C/CO)cc2OC)cc1O (stereo not given in full)
Compound | 36 | 37 | 38 | 39 | 40
FH mod | 9.5% | 0.1%[53.3 µM] | ? | -18.3%&-4.2%[53.3 µM] | 1.3%[53.3 µM]
NTMT1 inh | 4.3%[57.5 µM] | 4.3%[29.8 µM] | 15.7% | ? | 13.5%[29.8 µM]

Nine structures out of the list, sorted by molecular weight, high to low:
[32] Cc1ncc(NC(=O)c2ccc(CN3CCN(C)CC3)c(C(F)(F)F)c2)cc1Nc1nccc(-c2cccnc2)n1
[40] COc1ccc(C(O[C@@H]2O[C@H](CO)[C@@H](O)[C@H](O)[C@H]2O)C(CO)Oc2ccc(/C=C/CO)cc2OC)cc1O (stereo not given in full)
[36] Nc1nc(COC(=O)c2ccc([N+](=O)[O-])cc2)nc(Nc2ccccc2)n1
[35] CC(C)(C)c1ccc(S(=O)(=O)Nc2ccc(-n3ccnc3)cc2)cc1
[30] COc1cc2ncnc(Sc3nnc(C)s3)c2cc1OC
[37] CC(C)C1=CC2=CCC3[C@](C)(CCC[C@@]3(C)C(=O)O)C2CC1=O (stereo not given in full)
[29] CN1CCC(N(Cc2cccs2)c2ccccc2)CC1
Compound | 32 | 40 | 36 | 35 | 30 | 37 | 29
FH mod | 28.5% | 1.3%[53.3 µM] | 9.5% | -15.0% | 0.5% | 0.1%[53.3 µM] | 0.0%[53.3 µM]
NTMT1 inh | ? | 13.5%[29.8 µM] | 4.3%[57.5 µM] | 22.8% | 18.0% | 4.3%[29.8 µM] | ?

[33] N[C@@]1(C(=O)O)CC[C@H]2[C@H](C(=O)O)[C@H]21
[34] CCOC(=O)C(O)c1ccccc1 (stereo not given)
Compound | 33 | 34
FH mod | 1.3% | -0.9%[53.3 µM]
NTMT1 inh | 3.9%[57.5 µM] | 21.4%[57.5 µM]

Next section:
[41] CC1(C)CC[C@]2(C(=O)O[C@@H]3O[C@H](CO)[C@@H](O)[C@H](O)[C@H]3O)CC[C@]3(C)C(=CCC4[C@@]5(C)C[C@@H](O)[C@H](O)[C@@](C)(CO)C5CC[C@]43C)C2C1 (stereo not given in full)
[42] CCC[C@@H]1C[C@@H](C(=O)N[C@H](C(C)Cl)[C@H]2O[C@H](SC)[C@H](O)[C@@H](O)[C@H]2O)N(C)C1 (stereo not given in full)
[43] Cc1c(C(=O)Nc2ccc(Oc3ccnc4[nH]cc(-c5ccccc5)c34)c(F)c2)c(=O)n(-c2ccc(F)cc2)n1C
[44] C=C1C(=O)OC2CC(C)=C(C(C)CCCOC(C)=O)C(OC(=O)CC(C)CC)C12 (stereo not given)
[45] C/C1=C\CC[C@H](C)CCO[C@@H]2O[C@H](CO[C@@H]3OC[C@](O)(COC1=O)[C@H]3O)[C@@H](O)[C@H](O)[C@H]2O
Compound | 41 | 42 | 43 | 44 | 45
FH mod | 6.7%[20.6 µM] | 22.1% | -11.2% | 0.0%[53.3 µM] | 0.0%[53.3 µM]
NTMT1 inh | 0.9%[12.6 µM] | 12.8%[57.5 µM] | 9.0% | 12.6%[29.8 µM] | -15.6%[29.8 µM]

[46] CCN1CCN(CC(=O)Nc2ccc(-c3cccc4c(=O)cc(N5CCOCC5)oc34)c3sc4ccccc4c23)CC1
[47] NC1(c2ccc(NC(=O)c3ccnc(-c4cc(C(=O)O)ccn4)c3)cc2)CC1
[48] CC(C)CC(=O)N[C@H](C(=O)N[C@H](C(=O)N[C@@H](CC(C)C)[C@@H](O)CC(=O)N[C@@H](C)C(=O)N[C@@H](CC(C)C)[C@@H](O)CC(=O)O)C(C)C)C(C)C
[49] c1ccc(C(O[C@H]2CCCN(CCc3ccc4c(c3)OCO4)C2)c2ccccc2)cc1
[50] CC1=C2C(=O)C=C(CO[C@@H]3O[C@H](CO)[C@@H](O)[C@H](O)[C@H]3O)[C@@H]2[C@H]2OC(=O)[C@H](C)[C@@H]2[C@@H](O)C1
Compound | 46 | 47 | 48 | 49 | 50
FH mod | 6.9%[13.5 µM] | 4.8% | -1.6%[53.3 µM] | 12.7%[53.3 µM] | -0.6%[53.3 µM]
NTMT1 inh | ? | 1.9%[57.5 µM] | -15.1% | -14.2%[57.5 µM] | 11.1%[29.8 µM]

[51] CN1C2CCC1CC(OC(=O)[C@H](CO)c1ccccc1)C2 (stereo not given in full)
[52] FC(F)(F)c1nnc2c(Sc3ccccc3)nc3ccc(Cl)cc3n12
[53] C=C1C2(C)CC3C4(C)OC(C5OC56C4=CC(=O)OC6(C)C)C3(C)C13C(=O)OC(C)C3(O)C2=O (stereo not given)
[54] CC(=O)OC1CC(O)(C(C)C)C2C(OC(=O)c3ccc(O)cc3)C=C(C)C(=O)CC12C (stereo not given)
[55] CN[C@H]1[C@@H](O[C@@H]2[C@H](O[C@@H]3[C@@H](O)[C@@H](O)[C@@H](N=C(N)N)[C@@H](O)[C@@H]3N=C(N)N)O[C@H](C)[C@@]2(O)C=O)O[C@@H](CO)[C@@H](O)[C@H]1O
[56] CNC(=O)O[C@H]1COc2ccc(N3CCN(C4COC4)CC3)cc2[C@@H]1NC(=O)c1ccc(F)cc1
[57] CC(=O)N1CCN(c2ccc(OC[C@H]3CO[C@](Cn4ccnc4)(c4ccc(Cl)cc4Cl)O3)cc2)CC1
[58] CCOC(=O)N1CCN([N+]([O-])=NOc2cc(ON=[N+]([O-])N3CCN(C(=O)OCC)CC3)c([N+](=O)[O-])cc2[N+](=O)[O-])CC1
Compound | 51 | 52 | 53 | 54 | 55 | 56 | 57 | 58
FH mod | 4.1% | 6.7% | 22.5%[53.3 µM] | -3.5%[53.3 µM] | 1.3%[13.5 µM] | -10.4% | 16.0%&-15.8%[53.3 µM] | 3.8%[53.3 µM]
NTMT1 inh | 1.5%[57.5 µM] | 5.9%[57.5 µM] | 6.2%[29.8 µM] | -5.4%[29.8 µM] | -14.0%[12.6 µM] | 1.1%[57.5 µM] | 21.5µM*! | -17.9%[57.5 µM]

An excerpt. The share of hits here may be higher or lower than overall.
